Screening data from PubChem.
TbPYK inhibitor: blocks Trypanosoma brucei pyruvate kinase; TbPYK enzyme, Kinase-Glo Plus ATP luminescence, 45 min; Potency, µM (doses to about 76.8 µM), for the others: at the top dose activity, negative = inhibition, usual class: inhibitors; 0.12% of 410,000 active; AID 624173; note: potency is the fitted concentration of half-maximal effect; % is set by controls: 0 for no effect and ±100 for the full control effect; nearly all actives have a fitted effect of over 50% in size
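Readout: single end-point luminescence (Kinase-Glo Plus, 10 min). Reaction conditions were TbPYK/substrate plus 130 uM ADP, 45 min at RT, pH 7.2 TEA buffer. No-enzyme wells served as controls, and data were normalized before concentration-response fitting.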
Pf growth 96h: inhibits malaria parasite growth, 96 h. Potency, µM (titrated, usually from 28.7 µM), without a hit: top-dose activity change, negative = inhibition, usual class: inhibitors. P. falciparum luciferase reporter growth, 96 h. 6.9% of 320,000 active; note: potency is the fitted concentration of half-maximal effect; % is set by controls: 0 for no effect and ±100 for the full control effect
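Erythrocytes infected with luciferase-expressing P. falciparum were dispensed at 2% hematocrit and 0.05% parasitemia (final), then incubated with compounds 96 hours at 37 C in 5% CO2. Luminescence after detection reagent addition reported growth.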
Cycloheximide cs: counter-screen for Shiga toxin inhibitors: cycloheximide protein synthesis inhibition; 12% of 300,000 active; cell reporter, cycloheximide protein synthesis inhibition counterscreen; max response, %; in the data active = max response mostly above about 13%, no sharp cut-off; inactive = mostly below about 14%; note: read at 38.3 µM for the half of the compounds with a filed dose; 0% is about no effect
Pf growth 48h: P. falciparum growth inhibition at 48 hours (one generation). P. falciparum luciferase growth in erythrocytes, 48 h. Potency, µM (titrated, usually from 28.7 µM), without a hit: top-dose activity change, negative = inhibition, actives largely listed as inhibitors. 5.9% of 310,000 active. AID 504832; note: potency is the fitted concentration of half-maximal effect; % is set by controls: 0 for no effect and ±100 for the full control effect
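First compound was added to culture medium, then infected red cells at 0.1% parasitemia and 2% hematocrit (final). After incubation at 37 C under 5% CO2, luciferase detection reagent was dispensed and light output recorded.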
LmPK inh: LmPK (Leishmania mexicana) enzyme inhibition; Q27686; purified LmPK, Kinase-Glo ATP luminescence, 1 h; 0.37% of 290,000 active; Potency, µM (highest dose often 57.5 µM), inactives show at the highest dose activity change, negative = inhibition, usual class: inhibitors; note: potency is the fitted concentration of half-maximal effect; % is set by controls: 0 for no effect and ±100 for the full control effect
Target sequence (Q27686 whole entry, looked up): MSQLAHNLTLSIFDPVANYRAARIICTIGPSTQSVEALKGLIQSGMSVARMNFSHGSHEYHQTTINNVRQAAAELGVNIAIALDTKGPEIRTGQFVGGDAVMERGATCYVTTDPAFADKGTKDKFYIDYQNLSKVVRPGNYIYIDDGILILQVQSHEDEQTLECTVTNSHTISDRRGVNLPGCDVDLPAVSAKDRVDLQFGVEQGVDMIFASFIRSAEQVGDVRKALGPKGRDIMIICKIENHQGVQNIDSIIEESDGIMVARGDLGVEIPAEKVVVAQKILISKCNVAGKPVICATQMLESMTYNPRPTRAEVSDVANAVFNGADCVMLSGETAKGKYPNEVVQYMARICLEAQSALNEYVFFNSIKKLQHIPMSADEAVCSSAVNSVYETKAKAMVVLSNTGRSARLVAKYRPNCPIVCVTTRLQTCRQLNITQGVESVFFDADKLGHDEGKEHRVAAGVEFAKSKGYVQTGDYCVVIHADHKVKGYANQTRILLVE
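ATP generated from ADP (0.1 mM) and PEP (0.5 mM) by 0.1 nM LmPK over 1 h at room temperature (pH 7.2 imidazole buffer) was detected by coupled luciferase luminescence. Values were normalized to uninhibited and no-enzyme wells.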
AmpC inh no detg: blocks E. coli AmpC beta-lactamase in detergent-free assay. AmpC nitrocefin hydrolysis, absorbance 480 nm, 0.0001% Triton. Potency, µM (series often up to 57.1 µM), inactives show at the top dose activity change, negative = inhibition, hits mostly inhibitors. 0.52% of 330,000 active. AID 485341;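 note: potency is the fitted concentration of half-maximal effect; plate controls were no compound for no effect and no enzyme for full effect; nearly all actives have a fitted effect of over 20% in size; some results filed as inactive show a strong effect at the top dose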
Target sequence (P00811 whole entry, looked up): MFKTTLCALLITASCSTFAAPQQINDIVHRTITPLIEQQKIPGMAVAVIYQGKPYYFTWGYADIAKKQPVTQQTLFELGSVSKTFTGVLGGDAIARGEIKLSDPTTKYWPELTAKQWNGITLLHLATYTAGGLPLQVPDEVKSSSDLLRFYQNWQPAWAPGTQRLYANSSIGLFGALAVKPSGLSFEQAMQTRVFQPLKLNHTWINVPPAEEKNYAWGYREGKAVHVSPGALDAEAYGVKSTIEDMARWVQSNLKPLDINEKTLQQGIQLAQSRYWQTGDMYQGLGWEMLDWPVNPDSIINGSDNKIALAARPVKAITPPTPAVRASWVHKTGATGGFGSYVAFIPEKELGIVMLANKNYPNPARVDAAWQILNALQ
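AmpC (5.3 nM in the dispensed reagent) in 20 mM phosphate pH 7.0 with 0.01% (detergent screen) or 0.0001% Triton X-100 was preincubated with compounds for 15 min at room temperature. Nitrocefin was then added from an 800 uM solution, and hydrolysis was followed at 480 nm.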
Shiga toxin inh: blocks Shiga toxin action in Vero cells. Vero cells, Shiga toxin protein synthesis inhibition reporter. 9.2% of 290,000 active. inhibition, % at 38.7 µM. AID 2315; in the data active = inhibition mostly above about 28%, no sharp cut-off; inactive = mostly below about 43%; note: 0% is about no effect
Numbers without * were called inactive; [ ] = remark or other dose. Unless noted, calls come from the whole dose curve; as a rule, active = well fitted curve in the direction sought with a large enough effect; inconclusive = small, poorly fitted or top-dose-only effect, or another doubt; inactive = no such curve, though single readings can be large; an effect the other way counts as inactive or inconclusive.

Screening O=C(Nc1ccc(N2CCOCC2)cc1)c1ccc(COc2ccccc2)cc1 returned TbPYK inhibitor 3%, Pf growth 96h inconclusive, Cycloheximide cs -2, Pf growth 48h -7%, LmPK inh 2%, AmpC inh no detg 7% and Shiga toxin inh 40.
Screening CCCCCOc1ccc(Br)cc1/C(C)=N/NC1=NCCN1 returned TbPYK inhibitor 3%, Pf growth 96h inconclusive, Cycloheximide cs -5, Pf growth 48h 5.2µM*, LmPK inh -1%, AmpC inh no detg -3% and Shiga toxin inh -10.
CCC(C)(C)C1CCc2[nH]nc(C(=O)NN)c2C1 (stereo not drawn) was read as TbPYK inhibitor -20%, Pf growth 96h inconclusive, Cycloheximide cs 38*, Pf growth 48h inconclusive, LmPK inh 0%, AmpC inh no detg -19% and Shiga toxin inh 53*.
Screening Cc1ccc(C)c(COC(=O)c2cccc(S(=O)(=O)N3CCCC3)c2)c1 returned TbPYK inhibitor -1%, Pf growth 96h -17%, Pf growth 48h inconclusive and AmpC inh no detg -1%.
Screening O=C(c1ccc([N+](=O)[O-])cc1)N1CCN(C(=O)c2ccco2)CC1 returned TbPYK inhibitor 1%, Pf growth 96h inconclusive, Cycloheximide cs -3, Pf growth 48h 15%, LmPK inh 0%, AmpC inh no detg -11% and Shiga toxin inh -3.
Screening COc1cccc(NC(=O)Cn2cc(C(=O)c3ccc(C)cc3)c(=O)c3cc(OC)ccc32)c1 returned TbPYK inhibitor -7%, Pf growth 96h inconclusive, Pf growth 48h inconclusive and AmpC inh no detg 13%.
For Cc1csc(=O)n1CC(=O)OCC(=O)N(CC(C)C)c1c(N)n(Cc2ccccc2)c(=O)[nH]c1=O the results were TbPYK inhibitor 1%, Pf growth 96h 22%, Pf growth 48h 41%[activator] and AmpC inh no detg -26%.
Screening CC1=NN(c2ccccc2)C(=O)C1/C=C1/C(=O)NC(=O)N(c2cc(C)cc(C)c2)C1=O (stereo not drawn) returned TbPYK inhibitor -6%, Pf growth 96h 105%[activator], Cycloheximide cs -3, Pf growth 48h 66%[activator], LmPK inh -2%, AmpC inh no detg -27% and Shiga toxin inh -17.
Screening CCc1ccc(NC(=O)CC2C(=O)N(c3ccc(OC)cc3)C(=O)N2CCOC)cc1 (stereo not drawn) returned TbPYK inhibitor 0%, Pf growth 96h 0%, Cycloheximide cs -1, Pf growth 48h inconclusive, LmPK inh -6%, AmpC inh no detg 69%[activator] and Shiga toxin inh -7.
For COc1cccc(N(CC(=O)NC2CCCC2)C(=O)Cn2nnc(-c3ccc(C)o3)n2)c1 the results were TbPYK inhibitor -1%, Pf growth 96h 12µM*, Cycloheximide cs -4, Pf growth 48h inconclusive, LmPK inh 12%, AmpC inh no detg 35% and Shiga toxin inh 5.
`COc1cc(CN2CCN(c3cccc(C)c3C)CC2)cc(OC)c1O` gave TbPYK inhibitor 10%, Pf growth 96h 11%, Cycloheximide cs 0, Pf growth 48h -19%, LmPK inh 1%, AmpC inh no detg 7% and Shiga toxin inh -6.
COc1ccc(OCCCN2CCCC(C)C2)cc1 (stereo not drawn) was read as TbPYK inhibitor 4%, Pf growth 96h 31%[activator], Cycloheximide cs -3, Pf growth 48h 1%, LmPK inh -3%, AmpC inh no detg -2% and Shiga toxin inh -4.
O=c1c2ccccc2oc2ccc(Oc3ccccc3)cc12 was read as TbPYK inhibitor 1%, Pf growth 96h 78%[activator], Cycloheximide cs 41*, Pf growth 48h 109%[activator], LmPK inh -5%, AmpC inh no detg -29% and Shiga toxin inh 42*.
COc1ccc(C2=CC3=C(Br)C(=O)C(C)(OC(=O)c4ccco4)C(=O)C3=CO2)cc1 (stereo not drawn) was read as TbPYK inhibitor -16%, Pf growth 96h 0%, Cycloheximide cs 1, Pf growth 48h 41%[activator], LmPK inh -14%, AmpC inh no detg -28% and Shiga toxin inh -3.
For CCN1CCN(CCNC(=O)c2ccc3c(c2)NC(=O)/C(=C\c2ccc(OC)c(OC)c2)S3)CC1 the results were TbPYK inhibitor 0%, Pf growth 96h -27%, Cycloheximide cs 1, Pf growth 48h 9.3µM*, LmPK inh 0%, AmpC inh no detg 140%[activator] and Shiga toxin inh -8.
Screening COc1cccc(CN2CCN(C(=O)CC(C)C)CC2)c1 returned TbPYK inhibitor 1%, Cycloheximide cs -2, Pf growth 48h 57%[activator], LmPK inh 1%, AmpC inh no detg 12% and Shiga toxin inh 17.
Cc1ccc(S(=O)(=O)N2CCCC2CNC(=O)c2ccccc2)cc1 (stereo not drawn) was read as TbPYK inhibitor -5%, Pf growth 96h inconclusive, Pf growth 48h inconclusive and AmpC inh no detg -9%.
CN(C1(C)CCS(=O)(=O)C1)S(=O)(=O)c1ccc(F)cc1 (stereo not drawn) was read as TbPYK inhibitor 4%, Pf growth 96h 79%[activator], Cycloheximide cs -1, Pf growth 48h -4%, LmPK inh -11%, AmpC inh no detg -5% and Shiga toxin inh -5.
Screening O=C(O)c1ccc(Br)c(S(=O)(=O)N2CCCC2)c1 returned TbPYK inhibitor -2%, Pf growth 96h 13µM*, Cycloheximide cs 5, Pf growth 48h -39%, LmPK inh 4%, AmpC inh no detg -17% and Shiga toxin inh -11.
Screening CCOc1cc(C2C(C(=O)N3CCCCC3)=C(C)NC3=C2C(=O)CC(C)(C)C3)ccc1O (stereo not drawn) returned TbPYK inhibitor -1%, Pf growth 96h 3%, Cycloheximide cs -3, Pf growth 48h inconclusive, LmPK inh -2%, AmpC inh no detg 11% and Shiga toxin inh 2.
For CCCCCCC(=O)Nc1nc(C)c(-c2csc(Nc3cc(Cl)ccc3C)n2)s1 the results were TbPYK inhibitor -7%, Pf growth 96h inconclusive, Cycloheximide cs -2, Pf growth 48h inconclusive, LmPK inh 4%, AmpC inh no detg -50% and Shiga toxin inh 2.
`O=C(O)c1ccccc1C(=O)OCCCc1ccncc1` gave TbPYK inhibitor 1%, Pf growth 96h 53%[activator], Pf growth 48h inconclusive and AmpC inh no detg -55%.
For COc1ccc(OC)c(NC(=O)COc2coc(CN3CCCc4ccccc43)cc2=O)c1 the results were TbPYK inhibitor -1%, Pf growth 96h inconclusive, Pf growth 48h 10µM* and AmpC inh no detg -1%.
`O=C(NC1CCCCCCC1)c1cccs1` gave TbPYK inhibitor -1%, Pf growth 96h 23%, Cycloheximide cs 34*, Pf growth 48h -15%, LmPK inh 2%, AmpC inh no detg -20% and Shiga toxin inh 88*.
CN(CC(=O)Nc1c(Cl)cccc1Cl)C(=O)CC1Sc2ccccc2NC1=O (stereo not drawn) was read as TbPYK inhibitor 1%, Pf growth 96h -14%, Pf growth 48h 9% and AmpC inh no detg -10%.
`O=C(NCC1CCCO1)/C(=C\c1ccco1)NC(=O)c1ccc(Cl)cc1` (stereo not drawn) gave TbPYK inhibitor 3%, Pf growth 96h 4%, Cycloheximide cs 7, Pf growth 48h 15%, LmPK inh 3%, AmpC inh no detg 0% and Shiga toxin inh 20.
For CCCCOc1ccc(C(=O)NCC(=O)NC2CCC(C)CC2)cc1 (stereo not drawn) the results were TbPYK inhibitor 6%, Pf growth 96h 30%, Pf growth 48h 14% and AmpC inh no detg -14%.
For CCOC(=O)c1c(-n2c(C)cc(C=O)c2C)sc2c1CCCC2 the results were TbPYK inhibitor -2%, Pf growth 96h inconclusive, Cycloheximide cs -3, Pf growth 48h inconclusive, LmPK inh 0%, AmpC inh no detg 11% and Shiga toxin inh -2.
CCOC(=O)C1(Cc2ccc(OC)cc2)CCN(C(=O)c2cc3ccccc3[nH]2)CC1 was read as TbPYK inhibitor 1%, Pf growth 96h 33%, Cycloheximide cs 54*, Pf growth 48h 13%, LmPK inh -8%[11.5 µM], AmpC inh no detg 0% and Shiga toxin inh 118*.
For CCNC(=O)CCS(=O)(=O)c1ccc2ccccc2c1 the results were TbPYK inhibitor -20%, Pf growth 96h 24%, Cycloheximide cs -2, Pf growth 48h -6%, LmPK inh 7%, AmpC inh no detg -16% and Shiga toxin inh 10.
CCCc1nc2ccccc2c(C(=O)OCC(=O)NCc2ccco2)c1CC was read as TbPYK inhibitor -2%, Pf growth 96h inconclusive, Cycloheximide cs 2, LmPK inh 1%, AmpC inh no detg -11% and Shiga toxin inh 25.
`N#Cc1c2n(c(=S)n(-c3ccc(OC(F)F)cc3)c1=O)CCCCC2` gave TbPYK inhibitor -12%, Pf growth 96h inconclusive, Cycloheximide cs -5, Pf growth 48h -21%, LmPK inh 8%, AmpC inh no detg -36% and Shiga toxin inh 20.
`O=C(O)CCC(=O)NN1C(=O)c2ccccc2NC1c1ccc(F)cc1` (stereo not drawn) gave TbPYK inhibitor 1%, Pf growth 96h 7%, Cycloheximide cs 6, Pf growth 48h 18%, LmPK inh 4%, AmpC inh no detg -10% and Shiga toxin inh 14.
Screening Cn1c(SCC2CCCO2)nnc1-c1cccc([N+](=O)[O-])c1 (stereo not drawn) returned TbPYK inhibitor -7%, Pf growth 96h -29%, Cycloheximide cs 1, Pf growth 48h 45%[activator], LmPK inh 4%, AmpC inh no detg -26% and Shiga toxin inh 21.
CCOC(=O)N1CCC(NS(=O)(=O)c2cc3c(cc2Cl)NC(=O)CO3)CC1 was read as TbPYK inhibitor 3%, Pf growth 96h 0.21µM*, Cycloheximide cs -3, Pf growth 48h inconclusive, LmPK inh 2%, AmpC inh no detg -21% and Shiga toxin inh -7.
Screening CN(C)S(=O)(=O)c1cccc(NC(=O)COC(=O)COc2ccc(Br)cc2)c1 returned TbPYK inhibitor -6%, Pf growth 96h 18%, Cycloheximide cs -4, Pf growth 48h -10%, LmPK inh 3%, AmpC inh no detg -34% and Shiga toxin inh -6.
`CCC(=O)c1ccc(OCC(=O)Nc2nn3cnnc3s2)cc1` gave TbPYK inhibitor -7%, Cycloheximide cs -4, Pf growth 48h 15%, LmPK inh -5%, AmpC inh no detg -30% and Shiga toxin inh -3.
Cc1noc(C)c1C(=O)N1CCCC(N2CCN(c3cccc(C(F)(F)F)c3)CC2)C1 (stereo not drawn) was read as TbPYK inhibitor -4%, Pf growth 96h -31%, Cycloheximide cs 8, Pf growth 48h inconclusive, LmPK inh 7%, AmpC inh no detg 150%[activator] and Shiga toxin inh -4.

A draw from above in order of number of heavy atoms, falling:
CN(CC(=O)Nc1c(Cl)cccc1Cl)C(=O)CC1Sc2ccccc2NC1=O (stereo not drawn) was read as TbPYK inhibitor 1%, Pf growth 96h -14%, Pf growth 48h 9% and AmpC inh no detg -10%.
Screening Cn1c(SCC2CCCO2)nnc1-c1cccc([N+](=O)[O-])c1 (stereo not drawn) returned TbPYK inhibitor -7%, Pf growth 96h -29%, Cycloheximide cs 1, Pf growth 48h 45%[activator], LmPK inh 4%, AmpC inh no detg -26% and Shiga toxin inh 21.
`O=C(O)c1ccccc1C(=O)OCCCc1ccncc1` gave TbPYK inhibitor 1%, Pf growth 96h 53%[activator], Pf growth 48h inconclusive and AmpC inh no detg -55%.
`O=C(NC1CCCCCCC1)c1cccs1` gave TbPYK inhibitor -1%, Pf growth 96h 23%, Cycloheximide cs 34*, Pf growth 48h -15%, LmPK inh 2%, AmpC inh no detg -20% and Shiga toxin inh 88*.
